From PubChem
S100A4 inh HTS: inhibitors of S100A4-myosin IIA peptide binding, primary screen, biochemical, fluorescence polarization, TAMRA-MyoIIA peptide. Protein S100-A4 (Homo sapiens), P26447. 360,000 tested, 0.14% active. inhibition, % at 10.7 µM;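 active = mean inhibition of at least 70% across replicates, with every replicate also reaching that level; inconclusive = mean inhibition reaches 70% but some replicates fall short; inactive = mean inhibition below 70%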
Target sequence (P26447 whole entry, looked up): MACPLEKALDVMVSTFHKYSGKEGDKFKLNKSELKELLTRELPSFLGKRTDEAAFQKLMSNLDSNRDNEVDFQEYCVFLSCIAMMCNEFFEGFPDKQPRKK
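Material: human S100A4 monomer with TAMRA-labelled myosin IIA peptide; buffer or medium: HEPES pH 7.2 with CaCl2, KCl, NaCl, DTT, Triton; compound dosing: one concentration per compound; schedule: 5 min incubation before reading; benchmarks: neutral control DMSO, positive control TFP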
FN deposition inh: inhibitors of fibronectin matrix deposition, primary screen, AH1F cells, Alexa488-fibronectin fluorescence, plate reader. AH1F fibroblasts, overnight. inhibition, % at 12.6 µM. 350,000 tested, 0.086% active;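 active = mean inhibition across replicates of 30% or more, regardless of how many single replicates reach that level; inconclusive = mean under 30% yet at least half of replicates reach 30%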;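 note: positive control wells lacked labelled fibronectin entirely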
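Schedule: 1 h cell adhesion before compound, then overnight fibronectin incubation; test system: AH1F fibroblast monolayer depositing Alexa488-labelled fibronectin into matrix; quantity: 10000 AH1F cells per well; probe or stimulus: fluorescent fibronectin at 24 nM final; signal: fluorescence, ex 485 nm, em 525 nm; evaluation: percent inhibition as loss of matrix-bound fibronectin fluorescence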
XiGFP reactiv: activators of inactive X chromosome reactivation, primary screen, imaging, XiGFP fibroblasts, GFP high-content imaging, set 2; XiGFP mouse fibroblasts, % GFP-positive cells imaging, 3 d; cells co-treated with 5-aza-dC sensitizer; scaled so ellipticine positive control = 100%; activation, % at 7.58 µM; 360,000 tested, 0.055% active; AID 743238, 2013;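 active = mean normalized replicate activation at least 10% and every replicate at or above 10%; inconclusive = only one of the two criteria met; inactive = mean below 10% and not all replicates reach 10%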;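 note: 0% = median of on-plate neutral control wells and 100% = ellipticine 6 µM median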
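Assay system: SV40-immortalized XiGFP fibroblast cells, line 68-5-11; buffer or medium: DMEM plus 5-aza-dC sensitizer; compound: one concentration, pinned; timing: compounds 3 days, fix/stain 15 min at room temperature; benchmarks: positive control ellipticine, 6 µM final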
EWS-Fli inh: EWS/Fli-driven NR0B1 reporter inhibitors, primary screen, A673 cells, NR0B1 luciferase, luminescence, MLPCN library. 350,000 tested, 0.67% active. inhibition, % at 12.6 µM. AID 651661, 2012. viability-normalised;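 active = mean inhibition of at least 50% after viability correction, with every replicate also passing that limit; inconclusive = mean reaches 50% but only one of two replicates passes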;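 note: firefly luciferase signal divided by Alamar Blue viability fluorescence both relative to DMSO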
RAD52 inh: RAD52 DNA annealing inhibitors, primary screen, biochemical, FRET, single point, set 2. DNA repair protein RAD52 homolog (Homo sapiens), P43351. recombinant RAD52 DNA annealing, FRET fluorescence. inhibition, % at 18.7 µM. 360,000 tested, 0.46% active. AID 651710, 2012;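 active = every replicate showing at least 50% inhibition; inconclusive = mean inhibition at least 50% but not in every replicate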
Target sequence (P43351 whole entry, looked up): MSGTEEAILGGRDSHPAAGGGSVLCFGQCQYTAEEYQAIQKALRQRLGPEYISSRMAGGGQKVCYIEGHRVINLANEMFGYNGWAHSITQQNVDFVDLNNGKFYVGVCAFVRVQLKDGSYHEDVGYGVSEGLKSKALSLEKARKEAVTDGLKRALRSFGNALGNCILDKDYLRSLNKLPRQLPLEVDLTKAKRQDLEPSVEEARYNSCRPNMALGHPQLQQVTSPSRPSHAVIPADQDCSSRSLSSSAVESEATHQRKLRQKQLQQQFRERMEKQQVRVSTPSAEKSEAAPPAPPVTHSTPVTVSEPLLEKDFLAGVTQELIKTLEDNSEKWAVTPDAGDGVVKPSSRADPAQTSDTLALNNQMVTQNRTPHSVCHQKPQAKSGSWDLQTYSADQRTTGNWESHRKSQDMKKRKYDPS
RAD54 inh: inhibitors of human RAD54 branch migration, primary screen, biochemical, fluorescence, single point | 360,000 tested, 0.14% active | inhibition, % at 10.4 µM | DNA repair and recombination protein RAD54-like (Homo sapiens), Q92698 | RAD54 Holliday junction branch migration, FAM/BHQ fluorescence | AID 602329, 2012;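 active = mean normalized replicate activity at least 40 and at least half of replicates scoring 40 or more; inconclusive = only one of the two criteria met; inactive = mean below 40 and under half of replicates reaching 40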;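 note: 0% = median of neutral control wells and 100% = median of positive control wells; inhibitors cause a drop in the FAM fluorescence signal; in these data hits start at about 50%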
esBAF inh: Bmi1 luciferase reporter increase in mESCs, primary screen, esBAF inhibitor project, mouse ES cells, Bmi1 luciferase knock-in, single point; 24 h; 100% = twice the neutral-well signal; reporter increase, % at 12.5 µM; 350,000 tested, 2% active; in the data active = activation above about 40%; inconclusive = no clear call, values can overlap the other calls;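 note: 0% = median of the plate's neutral control wells and 100% = double that signal; a rise in the Bmi1 reporter signal indicates esBAF inhibition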
E-selectin induc: E-selectin induction in HUVECs, primary screen, imaging, HUVEC, immunofluorescence imaging, single point; normalized: neutral wells 0, TNF-alpha wells 100; P16581; activation, % at 7.58 µM; 260,000 tested, 0.37% active;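 active = mean E-selectin-positive cell signal at least 10% of the positive control, reached in at least 60% of replicates, without over 20% cell loss; inconclusive = no rule given, readout overlaps actives, possibly toxicity-flagged; inactive = the rest, including those meeting only one limit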;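 note: in these data hits start at about 27%; measured in HUVEC primary endothelial cells; signal is the percent of cells scored E-selectin positive by PE staining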
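Test system: HUVEC | Signal: Immunofluorescence imaging | Read-out: Percent E-selectin-positive cells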
Numbers without * were called inactive; u = inconclusive; x = not tested or not shown; & = joins results of further samples.

SMILES | S100A4 inh HTS | FN deposition inh | XiGFP reactiv | EWS-Fli inh | RAD52 inh | RAD54 inh | esBAF inh | E-selectin induc
O=C(O)CCC(=O)N(Cc1ccco1)C1CC(=O)N(c2ccccc2)C1=O (configuration not stated) | -2.4 | 2.3 | -0.1 | 2.2 | -16.5 | -5.9 | x | 2.6
CC1=NN2C(=N)/C(=C\c3cc(C)n(Cc4ccccc4)c3C)C(=O)N=C2S1 | -0.2 | -2.9 | -0.1 | 5.6 | -44.6 | -4.4 | x | x
N#Cc1ccc(S(=O)(=O)N2CCC(C(=O)N3CCN(Cc4ccc5c(c4)OCO5)CC3)CC2)cc1 | 1.6 | 2.8 | 0.6 | 4.8 | -9.8 | -7.9 | 4.2 | -0.2
CN1C(=O)c2cc(NC(=O)c3cccc(F)c3)ccc2OC[C@H]2O[C@H](CC(=O)Nc3ccccc3)CC[C@H]21 | x | 3.4 | 0.3 | 7.3 | -0.8 | -3.7 | 4.3 | 0.1
Cc1ccc(S(=O)(=O)N2CCCCC2)cc1C(=O)NCCCN1CCOCC1 | -2.8 | -6.9 | 0.0 | -7.4 | -8.8 | -14.1 | x | -0.1
C[C@@H]1CN([C@@H](C)CO)C(=O)c2cc(NC(=O)C3CCCCC3)ccc2O[C@@H](C)CCCCO[C@H]1CN(C)C(=O)NC1CCCCC1 | 4.9 | x | 0.0 | 13.5 | -3.4 | -12.1 | 0.1 | -0.1
C[C@H](CO)N1C[C@H](C)[C@H](CN(C)C(=O)CCN2CCCCC2)Oc2ncc(C#Cc3ccccn3)cc2C1=O | -6.5 | x | 0.9 | -5.9 | -39.2 | -2.9 | -1.7 | -0.1
Cn1nc(C(=O)OCC(=O)Nc2ccccc2OC(F)F)c2ccccc2c1=O | 25.0 | -3.9 | -0.1 | 2.9 | 1.0 | -3.6 | -3.0 | x
CCOC(=O)C1(Cc2cccc(Cl)c2)CCCN(C(=O)c2cc(C)n(C)n2)C1 (configuration not stated) | 1.3 | 5.9 | 0.0 | x | 5.9 | -2.4 | -0.3 | -0.1
CCCNC(=O)N1CC(=O)N2[C@H](C1)[C@@H](c1ccc(C#Cc3cccc(OC)c3)cc1)[C@@H]2CO | 6.8 | 8.8 | 0.1 | -2.5 | 6.5 | x | x | 1.3
COC(=O)C[C@H]1CC[C@H]2[C@H](COc3ccc(NC(=O)c4ccc(OC)cc4)cc3C(=O)N2C)O1 | 4.6 | 2.3 | 0.2 | -72.7 | 5.7 | -1.3 | 2.9 | -0.1
COc1ccc(NC(=O)NNS(=O)(=O)c2ccc(OC)c(OC)c2)c(OC)c1 | 2.9 | x | 0.3 | -0.7 | -30.5 | -2.8 | -6.5 | -0.1
Cc1cccc(-n2nc3c(c2NC(=O)CCCl)CSC3)c1 | -3.9 | 0.0 | 0.2 | 6.8 | -9.1 | 2.7 | -0.5 | x
O=C1CSC(c2ccccn2)N1c1ccc(C(F)(F)F)cc1 (configuration not stated) | -5.5 | -2.8 | 0.0 | 4.9 | -6.0 | x | x | 0.0
Cc1cc(=O)[nH]c(SCC(=O)Nc2nc3ccccc3s2)n1 | 28.7 | -2.2 | 0.2 | 8.0 | -29.8 | x | x | 3.0

Reprinted from the part before: two entries, then new ones.
SMILES | S100A4 inh HTS | FN deposition inh | XiGFP reactiv | EWS-Fli inh | RAD52 inh | RAD54 inh | esBAF inh | E-selectin induc
O=C1CSC(c2ccccn2)N1c1ccc(C(F)(F)F)cc1 (configuration not stated) | -5.5 | -2.8 | 0.0 | 4.9 | -6.0 | x | x | 0.0
Cc1cc(=O)[nH]c(SCC(=O)Nc2nc3ccccc3s2)n1 | 28.7 | -2.2 | 0.2 | 8.0 | -29.8 | x | x | 3.0
Cc1cccc2cc(CN(CCCN(C)C)C(=S)NCCc3ccccc3)c(=O)[nH]c12 | -2.5 | -0.2 | 0.0 | 3.5 | 7.6 | 7.1 | -3.9 | 3.6
NC(=S)N/N=C/c1ccc(-c2ccc(SC(F)F)cc2)o1 | 3.6 | -12.2 | -0.1 | 11.4 | -9.1 | 2.1 | x | 0.4
CC(=O)c1ccc(NC(=O)Nc2ccc3c(c2)nc(C)n3C)cc1 | -4.8 | 11.3 | -0.1 | -83.8 | -7.2 | x | x | -0.4
CCn1c(C)nc2cc(C(=O)N/N=C/c3ccc(O)cc3)ccc21 | -13.4 | 7.1 | 1.0 | -26.7 | -3.1 | x | x | 0.2
Cc1cc(-c2nnc(SCC(=O)c3ccc4c(c3)OCCO4)o2)no1 | -4.2 | 0.2 | 0.0 | 9.6 | -18.7 | 6.5 | x | x
COc1ccc(NC(=O)Nc2ccc(F)cc2)c(C)c1 | 1.2 | x | 0.3 | -17.3 | 4.1 | x | x | x
CCN(CC)c1cc(C)c2cc(NC(=O)c3ccccc3OC)ccc2n1 | -0.3 | x | -0.1 | -8.6 | -15.1 | -3.9 | -3.2 | x
NCc1csc(NC(=O)Nc2cccc(C(F)(F)F)c2)n1 | 2.5 | -6.4 | 0.3 | -14.3 | 29.3 | 8.1 | 3.8 | 0.0
Cc1cc(NC(=O)CSc2ccc3nnc(CCNC(=O)c4ccccc4)n3n2)no1 | 23.4 | -3.8 | 6.7 | 3.3 | -7.7 | x | x | 0.2
O=C(Nc1ccc2c(c1)C(=O)NC2=O)c1cccc(C(F)(F)F)c1 | -2.9 | 0.0 | -0.1 | 3.1 | -0.6 | -5.1 | 1.2 | -0.1
COc1ccc(C(=O)Nc2c(N)nc(SCC(=O)N3CCC(C)CC3)[nH]c2=O)cc1OC | 7.7 | -0.6 | -0.1 | 1.6 | -4.0 | 2.6 | -6.3 | -1.7
Cc1n[nH]c(C)c1S(=O)(=O)N1CCCC(C(=O)NC2CCCCC2)C1 (configuration not stated) | 2.0 | -2.2 | 0.2 | 1.2 | -14.1 | -9.2 | 8.4 | 2.0
COc1ccc(C2C(C(=O)N3CCC(C(N)=O)CC3)CC(=O)N2c2ccc(OC)cc2)cc1 (configuration not stated) | -0.5 | -8.1 | 0.0 | -1.1 | -3.9 | x | x | x
CN1CCn2cnc(C(=O)NCCCCCNC(=O)OC(C)(C)C)c2C1=O | 0.4 | 0.2 | 0.0 | -2.5 | 0.5 | -17.2 | 0.8 | x
CC[C@@]1(C(=O)OC)N[C@H](CN(C)C(=O)c2ccc(C)cc2)[C@@H]2C(=O)N(Cc3ccccc3)C(=O)[C@@H]21 | -1.8 | 7.2 | 0.0 | 0.0 | -16.4 | -12.6 | 0.1 | -0.3
O=C(NCCS(=O)(=O)c1ccc(Cl)cc1)c1ccc(F)cc1 | -4.1 | -4.3 | 0.1 | -0.1 | -13.1 | x | x | x
Cc1ccc(Oc2nnc(-c3ccccc3)c3ccccc23)cc1 | -3.0 | x | x | -21.2 | -14.3 | -0.4 | 8.3 | x
C[C@H](CO)N1C[C@H](C)[C@H](CN(C)C)Oc2ncc(/C=C/c3ccccc3)cc2C1=O | 1.1&1.4 | 4.0 | -1.1 | -2.5&-12.1 | 9.0&17.8 | 15.9&9.3 | 0.5&-4.4 | 0.7
CS(=O)(=O)c1ccc(Cl)c(NC(=O)COC(=O)COc2ccc3c(c2)CCC3)c1 | 8.8 | -10.1 | -0.1 | -1.5 | -9.3 | x | -5.8 | -0.2
COc1ccc(-c2cnc3c(c2)C(=O)N([C@@H](C)CO)C[C@@H](C)[C@@H](CN(C)C(=O)C2CCC2)O3)cc1 | 12.0 | x | -0.2 | -12.7 | -6.0 | 4.0 | 1.8 | -0.2
COc1ccc(-c2ccc(NC(=O)c3ccco3)cc2)nn1 | -0.7 | 16.0 | 0.0 | 63.7* | -28.9 | -4.7 | -71.0 | x
O=C(NCC1CCCCC1)c1ccc2nc([C@H]3C[C@H](O)[C@@H](CO)O3)[nH]c2c1 | -0.2 | 7.4 | 0.1 | -6.2 | 1.1 | -2.1 | 3.6 | -0.1
COCC(=O)Nc1ccc2c(c1)C(=O)N(C)[C@@H]1CC[C@H](CC(=O)NC3CCCC3)O[C@H]1CO2 | x | -1.1 | 0.4 | -3.2 | x | -12.7 | 3.9 | 0.0
COc1ccc2c(-c3ccccc3)cc(SCC(=O)NC(N)=O)nc2c1 | -14.0 | -3.3 | 0.3 | 9.3 | -15.9 | x | x | 0.8
CCOc1ccc(NC(=O)CC2C(=O)Nc3ccccc3N2C(=O)c2ccccc2)cc1 (configuration not stated) | 0.1 | 1.4 | 0.0 | 5.5 | -2.5 | x | x | 1.9
COc1ccccc1NC(=O)c1c([N+](=O)[O-])c(C(C)(C)C)nn1C | -5.1 | -5.3 | 0.0 | -81.7 | -9.3 | -2.2 | -8.4 | x
Cc1ccc(C(=O)n2c(N)nc3ccccc32)cc1 | 1.2 | -0.1 | 0.2 | 74.9* | -9.0 | 3.5 | -77.6 | -1.2
COc1ccccc1CNC(=O)C[C@H]1CC[C@@H]2[C@H](COC[C@H](O)CN2C(=O)Nc2ccc(Cl)cc2)O1 | -2.8 | -12.0 | 0.0 | -94.1 | 11.1 | 3.0 | 43.2* | 0.0
CC12CCC(C(=O)Nc3ccc(Br)cn3)(OC1=O)C2(C)C (configuration not stated) | -12.7 | -7.4 | 0.0 | -2.9 | -11.8 | -2.4 | x | 0.4
COc1ccc(OC)c(C(O)c2ncc(-c3ccccc3OC)[nH]2)c1 (configuration not stated) | -2.1 | -5.4 | 0.3 | -7.4 | -14.6 | -2.9 | -0.8 | 0.1
Cn1c(=O)n(Cc2ccccc2Cl)c(=O)c2c1[nH]c(=S)n2C | 3.7 | -10.2 | 0.2 | 0.4 | -7.1 | -8.1 | -5.7 | x
Cc1ccc(O)c(N=Nc2ccc(S(=O)(=O)N3CCOCC3)cc2)c1 | -9.5 | -1.9 | -0.1 | -28.4 | -17.3 | 9.5 | u | -2.0
COC(=O)CCSCC(=O)N1N=C(c2ccc(OC)cc2)CC1c1cccc(OC)c1OC (configuration not stated) | -1.2 | -0.5 | 0.1 | 7.9 | -4.2 | x | x | x
CC(C)C(=O)NC(c1cccc([N+](=O)[O-])c1)c1ccc2cccnc2c1O (configuration not stated) | 8.9 | 8.0 | 0.4 | 33.0 | -6.4 | 4.5 | -54.8 | 0.1
COCCNC(=O)C[C@@H]1CC[C@H](NS(=O)(=O)c2ccc(C)cc2)[C@H](CO)O1 | 6.7 | -14.1 | -0.4 | 1.4 | 0.0 | -2.2 | 3.2 | 0.0
COC(=O)C(C(=O)OC)c1ccccc1CNS(=O)(=O)c1ccc(C)cc1 | -1.6 | -1.6 | 0.0 | -13.0 | -8.6 | x | x | 0.8
